Screening data as filed in PubChem BioAssay.
Pf apPOL block – Pf-apPOL DNA polymerase inhibition; Recombinant Pf-apPOL, molecular beacon fluorescence, 1.5 h; inhibition, % at 10 µM; 210,000 compounds, 0.25% hits; AID 1794808
mHTT CaM bind – inhibitors of human mutant huntingtin-calmodulin interaction; P42858; AlphaScreen His-mHTT/GST-CaM binding, luminescence; inhibition, % at 15 µM; 190,000 compounds, 3.6% hits;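 further: 0% = both proteins with DMSO and 100% = one protein alone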
An asterisk follows results filed as active; · = not tested or not shown; & = joins results of further samples. No stated cut-off is given here; in the data, active means inhibition above about 50%; inactive means the rest.

item | structure | Pf apPOL block | mHTT CaM bind
1 | CC(C)SCCCOc1ccccc1F | 0 | -3
2 | O=C(COc1cccc([N+](=O)[O-])c1)Nc1cccc(I)c1 | -7 | -1
3 | COc1cc(C(=O)N2CCC(c3noc(-c4ccccc4C)n3)CC2)cc(OC)c1OC | -2 | 20
4 | O=C(NCc1ccc(F)cc1Cl)C1CCN(c2nnc(-c3ccccc3)o2)CC1 | -4 | 8
5 | COc1ccccc1/C=C/C=c1\sc2nc(-c3ccc(Cl)cc3)nn2c1=O | 0 | 7
6 | c1ccc2c(c1)ncc1cccn12 | -14 | ·
7 | CC(=O)Nc1cccc(N2CC(C(=O)NCc3ccc(C)cc3)CC2=O)c1 (centres undefined) | 0 | 3
8 | COCCn1c(CC2CCN(C(=O)Nc3cc(F)cc(F)c3)C2)nc2cccnc21 (centres undefined) | -5 | -4
9 | Cc1ccc(-n2nc3cc(N)c(Cl)cc3n2)cc1 | 7 | 59*
10 | CCOC(=O)C(C)=NNC(N)=S | 5&-7 | ·
11 | CCN(CC)c1cc(C)c2cc(NC(=O)c3cccnc3Cl)ccc2n1 | -4 | 19
12 | S=C(Nc1ccccc1)O[C@H]1CCC12CCC(c1ccccc1)CC2 (some centres undefined) | -2 | -10
13 | CC1CCN(c2nc(-c3ccccc3)c3c(c2C#N)CC(C)(C)OC3)CC1 | 9 | -75
14 | O=C(Cc1ccccc1)Nc1ccc(-c2nnc(-c3ccccc3)o2)cc1 | 2 | -3
15 | O=C(NNc1nc(-c2ccc(F)cc2)cs1)c1ccc(Cl)cc1 | -6 | ·
16 | O=C(C1CCCN(c2nnc3ccccn23)C1)N1CCN(C2CCCCC2)CC1 (centres undefined) | 1 | 1
17 | CC(C)=C1C2CCC1C(C(=O)Nc1cc(F)ccc1F)C2C(=O)O (centres undefined) | 4 | -5
18 | COc1ccc(C(=O)Nc2ccc(C)c(C)c2)cc1 | -6 | -11
19 | Cc1ccc(CNC(=O)C2CCc3nc(N4CCOCC4)ncc3C2)cc1 (centres undefined) | -3 | 5
20 | COc1ccc(CCC(=O)N2CCC(c3nc(-c4ccc(NC(C)=O)cc4)no3)CC2)cc1 | -2 | 17
21 | Cc1sc(-c2ccn[nH]2)cc1NC(=O)CCc1ccccc1 | -3 | 1
22 | O=C(O)Cn1cnc([N+](=O)[O-])n1 | · | -2
23 | CCN(CC)C(=O)CSc1nc(O)cc(=O)n1-c1ccccc1C | -1 | -4
24 | CCCCSc1cc(C)nc2ncnn12 | 0 | -5
25 | CC(=O)c1ccc(NC(=O)CCN2C(=O)C3C4CCC(C4)C3C2=O)cc1 (centres undefined) | 1 | -1
26 | Nc1ncnc2sc3c(c12)CCCC3 | -4&-5 | -6&-21
27 | CC1N=C2c3ccccc3N=C(SCC(=O)c3ccccc3)N2C1=O (centres undefined) | -3 | 2
28 | Cc1cccc(CN2C(=O)CCc3c(C)nc(C)nc32)c1 | 51* | 23
29 | CCCn1c(C2CCN(C(=O)CCc3ccccc3)C2)nc2cccnc21 (centres undefined) | -5 | 3
30 | OC(COCc1ccccc1)CN1CCN(c2ccccc2)CC1 (centres undefined) | 2 | -3
31 | Cc1cc(C)c(S(=O)(=O)Nc2cc(Cl)ccc2O)c(C)c1 | -7 | 12
32 | O=C(NCCOc1ccc(-c2ccco2)nn1)c1ccccc1[N+](=O)[O-] | 2 | -8
33 | CC(=O)c1cccc(NC(=O)COc2c(C)ccc(C)c2C)c1 | 3 | -2
34 | CSc1cccc(NC(=O)c2cc3n(n2)CCCN(Cc2ccc(F)cc2)C3=O)c1 | -4 | 19
35 | O=C(NCc1ccc2c(c1)OCO2)C1CC(c2cccc(Br)c2)=NO1 (centres undefined) | -2 | 0
36 | COCCn1cc(NC(=O)NC(C)(C)CO)c2ccccc21 | 2 | -6
37 | NC(=O)c1cc(NC(=O)c2cccc([N+](=O)[O-])c2)ccc1Cl | 2 | 2
38 | CCOC(=O)N1CCN(C(=O)c2ccc3nc(-c4ccco4)c(-c4ccco4)nc3c2)CC1 | 1 | -3
39 | OCc1cc(-c2cccs2)on1 | -1 | ·
40 | Cc1cc(C=NNc2ccc([N+](=O)[O-])cc2)c2c(C)ccc(C(C)C)cc1-2 | -2 | ·
41 | Cc1nn2c(C(F)(F)F)cc(-c3ccc(Br)cc3)nc2c1C#N | -6 | 2
42 | Cc1ccc(N2CCC(NC(=O)Nc3cccc(C)c3C)C2=O)cc1 (centres undefined) | 0 | -2
43 | Cc1ccccc1NC(=O)C1CCc2nc(N3CCCCC3)ncc2C1 (centres undefined) | -7 | 4
44 | Cc1cccc2nc(O)c(C3=Nc4ccccc4C3=O)c(=O)n12 | -5 | 29
45 | CC1CCCCN1S(=O)(=O)c1ccc(C(=O)Nc2nc3c(s2)Cc2ccccc2-3)cc1 (centres undefined) | -5 | 21
46 | CONC(=O)Cc1csc(Nc2cc(C)ccn2)n1 | -14 | 4
47 | O=C(O)C(=Cc1cccc([N+](=O)[O-])c1)c1ccccc1 | -2 | ·
48 | Cc1ccc(N2C(=O)C3N=NN(c4ccc(Cl)cc4)C3C2=O)cc1 (centres undefined) | 0 | -17
49 | CCn1ccc(C(=O)N2CCC(CCOc3ccc(F)cc3)CC2)n1 | 0 | 6
50 | CC(C)N1C(=O)Cc2ccccc2C1C(=O)N1CCN(c2ccccc2)CC1 (centres undefined) | 5 | 36
51 | CN(C)c1ccc(C(=O)Nc2cnc(N3CCCC3)nc2)cc1 | -7 | 3
52 | CC(C)(C)c1cc(C(=O)NNC(=S)Nc2ccccc2)n(Cc2ccc(Cl)cc2Cl)n1 | -237 | ·
53 | COc1ccc2nc(NC(=O)c3ccccc3I)sc2c1 | -8 | -2
54 | COc1ccc(C(=O)Nc2ccccc2)cc1NC(=O)c1cccs1 | 2 | 4
55 | CC(C)(C)c1ccc(C(=O)Nc2c3c(nn2-c2ccc([N+](=O)[O-])cc2)CS(=O)(=O)C3)cc1 | -1 | 32
56 | O=C(NCCC1=CCCCC1)c1cnn2c3c(cnc12)CCCCCC3 | -1 | 7
57 | O=C(NCc1ccnc(N2CCSCC2)c1)Nc1ccccc1 | 1 | 3
58 | O=[N+]([O-])c1cc(C=Nc2cccc(I)n2)ccc1Br | 8 | 1
59 | CCCc1cc(C2CCCN2C(=O)Nc2cc(Cl)ccc2C)no1 (centres undefined) | -4 | -11
60 | CC(C)(C)NC(=O)C1CCN(c2ccccc2Cc2ccccc2)C1=O (centres undefined) | -5 | 1

Further records follow.
item | structure | Pf apPOL block | mHTT CaM bind
61 | COC(=O)C1CSC(c2ccc(C(F)(F)F)cc2)N1 (centres undefined) | 4 | 32
62 | c1ccc(C2CCN(c3ncnc4c3nc3n4CCCCC3)C2)cc1 (centres undefined) | 0 | 26
63 | COc1ccc(-c2noc(-c3ccc(=O)n(Cc4c(F)cccc4Cl)c3)n2)cc1 | 3 | -7
64 | COC(=O)COc1ccc2c(C)cc(=O)oc2c1 | -2 | -4
65 | CCC1Oc2ccccc2N(CC(=O)NC2CCCCC2C)C1=O (centres undefined) | -11 | -2
66 | O=C(CCS(=O)(=O)c1ccc(Cl)cc1)Nc1nnc(Cc2ccc3c(c2)OCO3)o1 | 8 | 4
67 | COc1ccc(-c2nc3cccnc3n2C2CCN(C(=O)Nc3ccc(F)cc3)C2)cc1 (centres undefined) | -2 | 3
68 | FC(F)(F)c1ccc2nc(-c3ccc(Cl)c(Cl)c3)cnc2c1 | -7 | ·
69 | COc1cc(C2C(=C(O)c3ccccc3)C(=O)C(=O)N2CCCn2ccnc2)cc(OC)c1OC (centres undefined) | 4 | -2
70 | O=C(Nc1nnc(CSCc2ccccc2F)s1)c1cccc([N+](=O)[O-])c1 | -15 | 16
71 | Cc1cc(OCCCCN2CCOCC2)ccc1C(C)C | 0 | 9
72 | Cc1ccc(N(CC(=O)Nc2ccc(S(=O)(=O)N3CCCCC3)cc2)S(C)(=O)=O)c(C)c1 | -3 | 10
73 | Cc1cc(NC(=O)c2c(F)c(F)c(F)c(F)c2F)no1 | 0 | -8
74 | CCCn1ccc2sc(C)c(C(=O)NC3CCCCC3)c2c1=O | -1 | 1
75 | O=C(C1c2ccccc2Oc2ccccc21)N1CCC(Cn2ccnc2)CC1 | -6 | -3
76 | O=C(NCc1ccccc1)O[C@H]1CC[C@@]23CCCN2C(=O)CCC[C@H]3C1 | -3 | -5
77 | COc1ccc(NC(=O)CN(c2cccc([N+](=O)[O-])c2)S(C)(=O)=O)cc1Cl | 65* | 12
78 | CCOc1ccc(NC(=O)c2c(O)c3ccccc3n(CC)c2=O)cc1 | 1 | -2
79 | CC(C)NC(=O)NC1CCN(c2ccc(F)cc2)C1=O (centres undefined) | 1 | -12
80 | CN(C)c1ccc(Nc2cc(N3CCOCC3)c3noc4c3c2C(=O)c2ccccc2-4)cc1 | -3 | 13
81 | Cc1c(N2CCOCC2)c(C)n(Cc2cccc(F)c2)c1C(=O)N1CCOCC1 | -1 | 47
82 | COc1cccc(NC(=O)CSc2nc3c(c(-c4ccco4)c2C#N)CCCC3)c1 | 1 | 1
83 | Cc1ccccc1NC(=O)c1cc(Br)c(C)c(C)c1C | -2 | -2
84 | CC(C)NC(=O)c1ccc(OCC2CCCN2C(=O)c2ccsc2)cc1 (centres undefined) | 0 | -3
85 | Cc1nc(N)sc1-c1csc(Nc2ccccc2)n1 | 0 | 89*
86 | CC(=O)n1ccc(-c2ccc(-c3cc(C(F)(F)F)n(C)n3)s2)n1 | -4 | ·
87 | COc1ccc(CCNC(=O)C2CCCN(S(=O)(=O)N3CC(C)CC(C)C3)C2)cc1OC (centres undefined) | -11 | 9
88 | Cc1cc(Cl)ccc1OCC(O)CN1CCN(c2ccccc2F)CC1 (centres undefined) | 9 | 4
89 | O=C(NCCc1ccccc1)N1CCC2(CC1)Nc1ccccc1-n1cccc12 | -2 | 69*
90 | O=C(C1CC1)N1CCN(Cc2noc(-c3cccc4ccccc34)n2)CC1 | 3 | 1

Structural class, the entries above containing bromine
item | structure | Pf apPOL block | mHTT CaM bind
35 | O=C(NCc1ccc2c(c1)OCO2)C1CC(c2cccc(Br)c2)=NO1 (centres undefined) | -2 | 0
41 | Cc1nn2c(C(F)(F)F)cc(-c3ccc(Br)cc3)nc2c1C#N | -6 | 2
58 | O=[N+]([O-])c1cc(C=Nc2cccc(I)n2)ccc1Br | 8 | 1
83 | Cc1ccccc1NC(=O)c1cc(Br)c(C)c(C)c1C | -2 | -2

The listing continues:
item | structure | Pf apPOL block | mHTT CaM bind
91 | COC(=O)[C@@H]1[C@H]2C[C@H]3c4[nH]c5ccccc5c4CCN3C[C@@H]2CC[C@@H]1O | -9 | ·
92 | O=C(CN(c1ccc(F)cc1)S(=O)(=O)c1ccc2c(c1)OCCO2)NCc1ccccc1 | -8 | -1
93 | O=c1oc2ccc(Cl)cc2c(=O)n1-c1ccc(F)cc1 | -6 | 0
94 | CC1=C(C(=O)Nc2ccc(F)c(F)c2)C(c2ccc(N(C)C)cc2)NC(=O)N1 (centres undefined) | 2 | 24
95 | COc1ccc(CSc2nnnn2-c2ccccc2)cc1 | -2 | -73
96 | CS(=O)(=O)c1ccc2nc(NC(=O)c3ccccc3[N+](=O)[O-])sc2c1 | 0 | -2
97 | CC(C)Cc1ccc(C(=O)NCC2OCCc3ccccc32)cc1 (centres undefined) | 6 | 0
98 | Nc1ccc2nc(SCC(=O)N3CCOCC3)sc2c1 | -6&-3 | 0&6
99 | O=C(CCCn1c(=O)[nH]c2ccsc2c1=O)NCCc1ccc(Cl)cc1 | -1 | 3
100 | Cc1cc(C)nc(NCCO)n1 | -1 | -4
101 | Cc1cccc(NC(=O)C2CCN(c3cn[nH]c(=O)c3)CC2)c1 | -8 | -2
102 | COCCCNC(=O)c1cc2c(=O)n3ccccc3nc2n(Cc2ccco2)c1=N | 6 | 4
103 | CNC(=O)N1CCCC(c2cccc(C(=O)N3CCN(c4ccccc4F)CC3)c2)C1 (centres undefined) | -7 | 12
104 | CCCn1c(=N)c(C(N)=O)cc2c(=O)n3ccccc3nc21 | -2 | 5
105 | COCCCn1c(-c2cccc([N+](=O)[O-])c2)nc(=S)c2c1CCCC2 | -2 | -3
106 | COc1ccc2oc(=O)c(C(=O)Nc3ccc(I)cc3)cc2c1 | 0 | 0
107 | COc1ccc(N2CCN(C(=O)c3ccc(C(C)(C)C)cc3)CC2)cc1 | -4 | 21
108 | OCCN1CCN(CC/C=C2/c3ccccc3Sc3ccc(C(F)(F)F)cc32)CC1 | 3 | ·
109 | O=C(Nc1nccs1)C1Cc2ccccc2CN1S(=O)(=O)c1ccc(F)cc1 (centres undefined) | 3 | 8
110 | O=C(Nc1nnc(C2CC(=O)N(c3ccc(F)cc3)C2)o1)c1ccccc1 (centres undefined) | 2 | 12

Some of these compounds in order of number of heavy atoms, descending.
item | structure | Pf apPOL block | mHTT CaM bind
92 | O=C(CN(c1ccc(F)cc1)S(=O)(=O)c1ccc2c(c1)OCCO2)NCc1ccccc1 | -8 | -1
102 | COCCCNC(=O)c1cc2c(=O)n3ccccc3nc2n(Cc2ccco2)c1=N | 6 | 4
94 | CC1=C(C(=O)Nc2ccc(F)c(F)c2)C(c2ccc(N(C)C)cc2)NC(=O)N1 (centres undefined) | 2 | 24
101 | Cc1cccc(NC(=O)C2CCN(c3cn[nH]c(=O)c3)CC2)c1 | -8 | -2
93 | O=c1oc2ccc(Cl)cc2c(=O)n1-c1ccc(F)cc1 | -6 | 0
100 | Cc1cc(C)nc(NCCO)n1 | -1 | -4
